Assay outcomes from PubChem BioAssay.
MBD2 inh: inhibitors of MBD2 binding to methylated DNA, primary screen, biochemical, TR-FRET, DNA-binding domain, human; Methyl-CpG-binding domain protein 2 (Homo sapiens), Q9UBB5; inhibition, % at 4.4 µM; MBD2 binding to methylated oligonucleotide; 370,000 compounds, 0.31% hits; in the data active = inhibition above about 13%
mABHD4 FP: ABHD4 inhibitors, primary screen, biochemical, fluorescence polarization, mouse. (Lyso)-N-acylphosphatidylethanolamine lipase (Mus musculus), Q8VD66. purified mABHD4, FP-Rh probe fluorescence polarization. inhibition, % at 8.92 µM. 370,000 compounds, 0.54% hits;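 active = inhibition exceeding the mean over every tested compound plus 3 SD, cut at about 30% in these data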;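 note: 0% = plate median of compound wells and 100% = S159A mutant with DMSO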
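Material: mouse ABHD4 enzyme, wild type; Benchmarks: S159A mutant high control, sample median low control; Buffer or medium: HEPES pH 7.0, NaCl, Pluronic buffer; Signal: fluorescence polarization; Read-out: percent inhibition of probe binding, normalized to plate controls; Timing: pre-incubation 45 min, probe exposure 60 min, at 25 °C; Dosing: 8.92 µM, single dose.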
NPR2 activator: human GC-B receptor activators, primary screen, HEK293 GC-B cells, cGMP TR-FRET, EC30 CNP; Atrial natriuretic peptide receptor 2 (Homo sapiens), P20594; 0% at EC30 CNP, 100% saturating CNP; activation, % at 10 µM; 370,000 compounds, 0.11% hits; AID 1920062, 2024;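 active = activation at 10 µM reaching about 35% in either raw or pattern-adjusted values, limit read from the data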
Target sequence (P20594 whole entry, looked up): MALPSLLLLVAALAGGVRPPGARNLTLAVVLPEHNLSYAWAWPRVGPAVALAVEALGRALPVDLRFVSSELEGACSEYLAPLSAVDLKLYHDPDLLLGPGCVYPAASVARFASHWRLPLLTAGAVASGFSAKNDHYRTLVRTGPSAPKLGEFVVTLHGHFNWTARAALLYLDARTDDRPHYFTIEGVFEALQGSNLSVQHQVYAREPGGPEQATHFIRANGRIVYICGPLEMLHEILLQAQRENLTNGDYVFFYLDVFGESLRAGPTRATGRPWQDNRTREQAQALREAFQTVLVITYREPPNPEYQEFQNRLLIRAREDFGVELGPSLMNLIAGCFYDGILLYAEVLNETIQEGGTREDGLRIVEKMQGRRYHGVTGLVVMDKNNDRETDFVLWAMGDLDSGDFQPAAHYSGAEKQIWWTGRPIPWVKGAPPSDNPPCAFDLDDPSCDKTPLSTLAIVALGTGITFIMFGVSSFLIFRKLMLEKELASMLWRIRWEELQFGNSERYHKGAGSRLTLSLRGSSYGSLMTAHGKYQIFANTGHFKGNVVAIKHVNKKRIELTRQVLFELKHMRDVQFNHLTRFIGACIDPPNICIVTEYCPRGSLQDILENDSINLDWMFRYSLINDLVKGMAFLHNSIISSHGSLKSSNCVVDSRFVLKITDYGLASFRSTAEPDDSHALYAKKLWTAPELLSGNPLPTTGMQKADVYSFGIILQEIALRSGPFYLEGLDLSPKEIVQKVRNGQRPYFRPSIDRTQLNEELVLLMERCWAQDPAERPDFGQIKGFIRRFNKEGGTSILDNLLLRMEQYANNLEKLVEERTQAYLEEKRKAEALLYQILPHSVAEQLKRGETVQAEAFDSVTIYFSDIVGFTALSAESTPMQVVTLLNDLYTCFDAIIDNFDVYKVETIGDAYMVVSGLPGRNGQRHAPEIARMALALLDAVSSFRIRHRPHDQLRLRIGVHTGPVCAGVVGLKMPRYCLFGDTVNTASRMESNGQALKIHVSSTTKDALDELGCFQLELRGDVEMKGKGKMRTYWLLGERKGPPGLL
PRMT1 inh: PRMT1 methyltransferase inhibitors, primary screen, biochemical, fluorescence polarization. Protein arginine N-methyltransferase 1 (Homo sapiens), Q99873. AID 652257, 2013. inhibition, % at 2.79 µM. 370,000 compounds, 1.3% hits. recombinant PRMT1, activity-based probe fluorescence polarization;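 active = inhibition above about 21% made by adding two undisclosed values, limit read from the data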
rCAG binder: binders of r(CAG) RNA repeats, primary screen, biochemical, fluorescence. r(CAG) RNA repeat, TO-PRO-1 dye displacement fluorescence. 370,000 compounds, 1.3% hits. inhibition, % at 3 µM;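 active = inhibition above the plate cutoff, the mean of all test compounds on that plate plus 3 SD, cut at about 35% in these data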;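 note: 0% = DMSO alone and 100% = 100 µM mitoxantrone as full dye displacement; higher means more dye released from RNA so lower well fluorescence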
TCR-CD3 inh: inhibitors of human TCR-CD3 interaction, primary screen, biochemical, fluorescence, TAMRA-labeled TCR probe | 360,000 compounds, 0.37% hits | inhibition, % at 9.4 µM | AID 651800, 2012 | T-cell receptor (TCR); in the data active = inhibition above about 19%;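 note: recombinant mutant TCR 2C K166C tagged with TAMRA read by polarization; 0% = receptor in buffer alone and 100% = receptor with positive control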
SIAE inh: human SIAE inhibitors, primary screen, biochemical, fluorescence polarization, FP-Rh probe, 1536-well HTS; Sialate O-acetylesterase (Homo sapiens), Q9HAT2; SIAE FP-Rh probe binding; inhibition, % at 9.66 µM; 370,000 compounds, 0.69% hits;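 active = inhibition above a cutoff: mean of compounds within the control limits plus 3 SD of those, cut at about 17% in these data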;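 note: 0% = plate median of compound wells and 100% = probe without SIAE protein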
HTRA1 inh: HTRA1 serine protease inhibitors, primary screen, biochemical, fluorescence polarization, HTS. Q92743. recombinant HTRA1, FP-rhodamine activity-based probe. inhibition, % at 5.96 µM. 340,000 compounds, 0.5% hits; in the data active = inhibition above about 36%;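 note: 0% = enzyme with DMSO and 100% = wells lacking enzyme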
NPR1 activator: GC-A stimulated cGMP production enhancers – HEK293 GC-A cells, cGMP TR-FRET, EC30 ANP, primary screen; Atrial natriuretic peptide receptor 1 (Homo sapiens), P16066; 0% at EC30 ANP, 100% saturating ANP; activation, % at 10 µM; 370,000 compounds, 0.14% hits; AID 1671463, 2021; in the data active = activation above about 40%
UHRF1 MBD2 ctr: UHRF1 methylated DNA binding inhibitors, primary screen, counter-screen for MBD2 inhibitor project, biochemical, TR-FRET, human UHRF1, single concentration; E3 ubiquitin-protein ligase UHRF1 (Homo sapiens), Q96T88; UHRF1 binding to methylated oligo; inhibition, % at 4.4 µM; 370,000 compounds, 0.75% hits; AID 687016, 2013; in the data active = inhibition above about 21%;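 note: UHRF1 SRA domain binding a hemimethylated CpG hairpin DNA probe; 0% = median of test compound wells and 100% = reference inhibitor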
Active calls of the source: *; x = not tested or not shown.

Start of the data: the first twelve entries as a preview:
SMILES	MBD2 inh	mABHD4 FP	NPR2 activator	PRMT1 inh	rCAG binder	TCR-CD3 inh	SIAE inh	HTRA1 inh	NPR1 activator	UHRF1 MBD2 ctr
Fc1ccc(CC2CCN(c3ncnc4sccc34)CC2)cc1	1	-7	-7	1	x	x	-3	x	0	3
COc1ccc(/C=N/NC(=O)C(=O)N2CCN(c3ccccc3OC)CC2)cc1	-3	8	-3	-1	-4	1	3	6	-5	-3
CCOc1ccc(NC(=O)C(=O)N/N=C/c2cccnc2)cc1	-1	1	2	-3	6	-7	2	-2	-1	1
O=C(N/N=C/c1cc2c(cc1Cl)OCO2)c1ccncc1	3	7	1	-2	3	5	3	2	-5	0
CCOC(=O)CNc1nc(Cl)nc(N2CCCCC2)n1	0	-1	2	1	-4	-1	-2	13	4	3
O=C(Nc1ccc(N2CCOCC2)cc1)Nc1ccc(Cl)c(Cl)c1	-3	12	0	2	9	-7	7	13	2	-1
COc1ccc(-n2c(=O)c3ccccc3n(Cc3ccc(F)cc3)c2=O)cc1OC	2	1	13	-2	2	8	1	5	6	1
CC(=O)Nc1cc(OC(C)=O)c2nonc2c1OC(C)=O	19*	13	4	59*	1	3	7	24	-5	15
OC(c1ccc(-c2ccccc2)cc1)c1ncc(-c2ccccc2)[nH]1 (stereo not given)	-8	0	-2	-6	6	0	4	x	-3	-2
Cc1ccc(CNS(=O)(=O)c2ccc(Br)s2)cc1	7	-15	8	-1	-1	-2	5	-21	2	11
COCCOc1ccc(C(F)(F)F)cc1NC(=O)COC(=O)C12CC3CC(CC(O)(C3)C1)C2	3	0	2	0	-7	-3	0	-1	-2	-4
COc1ccc(NC(=O)CN2C(=O)CC(C)(C)S(=O)(=O)c3ccccc32)cc1	1	-1	-1	1	4	-4	2	-5	2	0

Results (from the top)
SMILES	MBD2 inh	mABHD4 FP	NPR2 activator	PRMT1 inh	rCAG binder	TCR-CD3 inh	SIAE inh	HTRA1 inh	NPR1 activator	UHRF1 MBD2 ctr
Fc1ccc(CC2CCN(c3ncnc4sccc34)CC2)cc1	1	-7	-7	1	x	x	-3	x	0	3
COc1ccc(/C=N/NC(=O)C(=O)N2CCN(c3ccccc3OC)CC2)cc1	-3	8	-3	-1	-4	1	3	6	-5	-3
CCOc1ccc(NC(=O)C(=O)N/N=C/c2cccnc2)cc1	-1	1	2	-3	6	-7	2	-2	-1	1
O=C(N/N=C/c1cc2c(cc1Cl)OCO2)c1ccncc1	3	7	1	-2	3	5	3	2	-5	0
CCOC(=O)CNc1nc(Cl)nc(N2CCCCC2)n1	0	-1	2	1	-4	-1	-2	13	4	3
O=C(Nc1ccc(N2CCOCC2)cc1)Nc1ccc(Cl)c(Cl)c1	-3	12	0	2	9	-7	7	13	2	-1
COc1ccc(-n2c(=O)c3ccccc3n(Cc3ccc(F)cc3)c2=O)cc1OC	2	1	13	-2	2	8	1	5	6	1
CC(=O)Nc1cc(OC(C)=O)c2nonc2c1OC(C)=O	19*	13	4	59*	1	3	7	24	-5	15
OC(c1ccc(-c2ccccc2)cc1)c1ncc(-c2ccccc2)[nH]1 (stereo not given)	-8	0	-2	-6	6	0	4	x	-3	-2
Cc1ccc(CNS(=O)(=O)c2ccc(Br)s2)cc1	7	-15	8	-1	-1	-2	5	-21	2	11
COCCOc1ccc(C(F)(F)F)cc1NC(=O)COC(=O)C12CC3CC(CC(O)(C3)C1)C2	3	0	2	0	-7	-3	0	-1	-2	-4
COc1ccc(NC(=O)CN2C(=O)CC(C)(C)S(=O)(=O)c3ccccc32)cc1	1	-1	-1	1	4	-4	2	-5	2	0
FC(F)(F)c1cc(-c2ccc(Cl)cc2)nc(NCc2cccnc2)n1	5	-2	-4	-1	-2	1	-8	-1	6	-3
CC(C)(C)C1CCC2(CC1)C(C#N)=C(SCC(=O)NC1CCCCC1)NC(=O)C2C#N (stereo not given)	-7	1	1	4	13	6	-5	-17	2	-1
COC(=O)C(CC(C)C)N(Cc1cc(OC)cc(OC)c1)S(=O)(=O)c1ccccc1Br (stereo not given)	1	-7	-9	1	3	3	-8	-18	-12	-1
Cn1c(Cn2c(=O)sc3ccccc32)nnc1SCC(=O)N1CCCCCC1	-6	6	1	-4	1	6	2	4	0	-1
CSc1ccccc1NC(=O)CN(C)CC(=O)Nc1ccc(N2CCOCC2)cc1	-6	-4	-2	-4	-8	-1	14	-3	-3	2
O=C(NCCN1CCOCC1)c1cccc(S(=O)(=O)Nc2ccc(Br)cc2)c1	0	-6	8	0	8	0	-2	-6	-2	-2
Cc1oc(-c2ccccc2F)nc1CN1CCC(C(=O)NCc2cccs2)CC1	1	4	-3	-1	-3	-2	-2	2	-1	-1
O=C(NCc1ccc2c(c1)OCO2)c1ccc2c(c1)C(=O)N(CC1CCCO1)C2=O (stereo not given)	1	2	5	0	-2	-4	-3	0	5	-2
O=C1CCC([N+](=O)[O-])C(c2cccc3ccccc23)N1 (stereo not given)	-4	0	1	-4	1	3	-4	-4	0	-2
CCNc1nc(NC(C)C)nc(N(C#N)CC(=O)OC)n1	32*	-8	0	1	15	22*	5	3	2	63*
COc1c(C(C)C)cc(NC(C)=O)cc1C(C)C	-3	-5	3	-2	-5	1	2	-4	0	-2
Cc1ccc(OCC(=O)N(Cc2ccccc2)c2ccccn2)cc1	-5	-3	-5	-5	-8	2	0	-4	-6	0
CC(OC(=O)c1cc(=O)[nH]c2ccccc12)C(=O)Nc1ccc(Cl)cn1 (stereo not given)	5	-6	-2	6	5	0	13	-2	-2	1

Whole records, quoted from the list. Screens in order: MBD2 inh | mABHD4 FP | NPR2 activator | PRMT1 inh | rCAG binder | TCR-CD3 inh | SIAE inh | HTRA1 inh | NPR1 activator | UHRF1 MBD2 ctr
`O=C(N/N=C/c1cc2c(cc1Cl)OCO2)c1ccncc1` is listed with 3 | 7 | 1 | -2 | 3 | 5 | 3 | 2 | -5 | 0
`CC(OC(=O)c1cc(=O)[nH]c2ccccc12)C(=O)Nc1ccc(Cl)cn1` (stereo not given) is listed with 5 | -6 | -2 | 6 | 5 | 0 | 13 | -2 | -2 | 1

Further structures follow:
SMILES	MBD2 inh	mABHD4 FP	NPR2 activator	PRMT1 inh	rCAG binder	TCR-CD3 inh	SIAE inh	HTRA1 inh	NPR1 activator	UHRF1 MBD2 ctr
COc1ccc(CCC(=O)Nc2nnc(C(C)(C)C)s2)cc1	-2	-4	-1	-4	-3	4	-1	7	0	-2
O=c1ccc2ccc(OCc3nnc(-c4ccccc4Br)o3)cc2o1	-4	-3	-3	-4	4	4	-9	-6	8	-5
O=C(Nc1ccccc1)c1ccc2c(c1)OCCCO2	0	0	7	1	1	3	1	-11	1	-1
COc1ccccc1C(=O)Nc1ccnn1C1CCN(Cc2cc(C)c(C)cc2C)CC1	-2	0	-1	1	-9	-2	4	-17	-21	-1
Cc1nn(CCCC(=O)N2CCc3ccccc3C2)c(=O)c2cc3sccc3n12	2	-2	-2	0	2	5	8	0	0	-5
COc1ccc(CC(N)c2csc(NC(=O)c3cc(C(C)(C)C)nn3Cc3ccccc3)n2)cc1 (stereo not given)	2	0	-3	1	14	2	-14	x	1	0
Cc1ccc(NC(=O)[C@@H]2CCCN2S(=O)(=O)c2ccccc2F)cc1S(=O)(=O)N1CCOCC1	-3	-13	-1	0	2	0	0	1	0	4
CN(Cc1cccs1)c1nc(-c2cccnc2)nc2ccccc12	-5	-18	-4	-6	-4	8	-7	-42	-6	-3
CN(c1nc2ccccc2nc1Cl)S(=O)(=O)c1ccccc1	4	-10	2	0	-3	3	5	-7	-3	-1
Cn1c(CO)nc2c3ccccc3ccc21	1	3	2	1	-2	4	2	2	-2	0
O=C(CCC(=O)N1CCN(c2cccc(Cl)c2)CC1)c1cccs1	4	4	-6	3	0	3	3	-7	-2	2
CCN(CC)CCCNc1cc2n(c(=O)n1)CCc1cc(OC)c(OC)cc1-2	5	3	-3	-4	3	-4	14	1	-3	7
C[C@H](CO)N1C[C@H](C)[C@@H](CN(C)C(=O)c2cccc(F)c2)Oc2cc(-c3cncnc3)ccc2S1(=O)=O	-5	5	0	-2	1	0	2	3	4	0
CN(CC(=O)Nc1ccccc1C(F)(F)F)Cc1c(O)ccc2ccccc12	-6	-5	-2	17	7	-6	7	0	1	-1
O=C(COc1coc(CN2CCN(c3ccccc3F)CC2)cc1=O)Nc1ccccc1	-5	2	1	-4	4	7	-6	-1	2	1
O=[N+]([O-])c1ccc(-c2ccc(/C=N/n3cnnc3)o2)c(Br)c1	-2	5	-11	-2	6	2	-2	9	-7	-3
Oc1c(Br)cc(Br)cc1/C=N/n1c(-c2ccccc2)n[nH]c1=S	6	17	-9	9	6	12	5	5	0	-3
COc1ccc(CCN2C(=O)N[C@@H](CCC(=O)O)C2=O)cc1	1	0	2	2	-2	8	4	-1	0	-1
O=C(NCCCn1ccnc1)c1nn2c(C(F)(F)F)cc(-c3ccccc3)nc2c1Cl	3	-4	16	0	2	1	-5	-5	15	0
COc1ccc(C(CC(=O)Nc2cc([N+](=O)[O-])ccc2OC)c2ccccc2)cc1 (stereo not given)	-4	-15	-12	2	10	0	10	-34	-4	-1
Oc1ccc(N2CCN(c3ncnc4sc5c(c34)CCC5)CC2)cc1	0	22	-8	14	5	3	-1	28	-2	-5
COC(=O)c1cccc(C(=O)N2CCCC(CCC(=O)N(C)CCc3ccccn3)C2)c1 (stereo not given)	-1	-3	2	-1	-8	6	-2	0	0	15
CC(=O)c1ccc(N2CCN(C(=O)c3ccc(Cl)c(NC4=NC5CS(=O)(=O)CC5S4)c3)CC2)cc1 (stereo not given)	1	3	3	4	2	1	-3	2	3	0
CSc1nnc(-c2ccccc2)c(=O)[nH]1	-2	9	4	1	0	4	0	4	0	-1
Cc1cccc(NC(=O)Cn2cc([N+](=O)[O-])cn2)n1	2	-4	-5	-6	3	2	1	2	0	-1
CN(CP(=O)(O)C(O)c1ccccc1)S(C)(=O)=O (stereo not given)	8	-2	3	1	5	-6	-1	8	1	9
O=C(CSC1=NS(=O)(=O)c2cc(Cl)ccc2N1)NCc1ccccc1	4	-1	3	1	19	-2	-1	2	1	0
COc1ccccc1NS(=O)(=O)c1cc(NC(=S)Nc2cc(C)cc(C)c2)ccc1Cl	3	-1	2	2	14	1	-19	-14	-4	1
COC(=O)c1nn(-c2ccc(C)cc2)ccc1=O	0	0	-2	5	-2	0	-6	4	3	4

An excerpt; rates above refer to the full screens.
